Assay outcomes: PubChem, Broad Institute
ARNT TACC3 PPI – ARNT/TACC3 interaction disruption. inhibition, % at 9.99 µM. AlphaScreen His-ARNT PAS-B/GST-TACC3 binding, luminescence; TACC3 fragment carries E629A point mutation. Q9Y6A5. hit rate 0.66% among 390,000. AID 623870;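 active = mean inhibition of replicates at least 50% and at least half of replicates each reaching 50%; inconclusive = half or more replicates reach 50% but mean below 50%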;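 also: 0% = complete ARNT plus TACC3 wells and 100% = ARNT alone without TACC3; many hits fall short of the cut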
PglD DTNB – inhibitors of Campylobacter jejuni PglD acetyltransferase; hit rate 0.098% among 360,000; inhibition, % at 12.5 µM; purified PglD enzyme, DTNB colorimetric CoA detection; AID 602405; in the data active = inhibition above about 16%, passing the limit was not always enough; inconclusive = no clear call, values can overlap the other calls; also: strong numbers were not always called active
RAD54 inh – blocks human RAD54 Holliday junction branch migration. hit rate 0.14% among 360,000. FAM/BHQ fluorescence. inhibition, % at 10.4 µM;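 active = mean normalized replicate activity at least 40 and at least half of replicates scoring 40 or more; inconclusive = only one of the two criteria met; inactive = mean below 40 and under half of replicates reaching 40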;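 also: 0% = median of neutral control wells and 100% = median of positive control wells; inhibitors cause a drop in the FAM fluorescence signal; in these data hits start at about 50%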
Target sequence (Q92698 whole entry, looked up): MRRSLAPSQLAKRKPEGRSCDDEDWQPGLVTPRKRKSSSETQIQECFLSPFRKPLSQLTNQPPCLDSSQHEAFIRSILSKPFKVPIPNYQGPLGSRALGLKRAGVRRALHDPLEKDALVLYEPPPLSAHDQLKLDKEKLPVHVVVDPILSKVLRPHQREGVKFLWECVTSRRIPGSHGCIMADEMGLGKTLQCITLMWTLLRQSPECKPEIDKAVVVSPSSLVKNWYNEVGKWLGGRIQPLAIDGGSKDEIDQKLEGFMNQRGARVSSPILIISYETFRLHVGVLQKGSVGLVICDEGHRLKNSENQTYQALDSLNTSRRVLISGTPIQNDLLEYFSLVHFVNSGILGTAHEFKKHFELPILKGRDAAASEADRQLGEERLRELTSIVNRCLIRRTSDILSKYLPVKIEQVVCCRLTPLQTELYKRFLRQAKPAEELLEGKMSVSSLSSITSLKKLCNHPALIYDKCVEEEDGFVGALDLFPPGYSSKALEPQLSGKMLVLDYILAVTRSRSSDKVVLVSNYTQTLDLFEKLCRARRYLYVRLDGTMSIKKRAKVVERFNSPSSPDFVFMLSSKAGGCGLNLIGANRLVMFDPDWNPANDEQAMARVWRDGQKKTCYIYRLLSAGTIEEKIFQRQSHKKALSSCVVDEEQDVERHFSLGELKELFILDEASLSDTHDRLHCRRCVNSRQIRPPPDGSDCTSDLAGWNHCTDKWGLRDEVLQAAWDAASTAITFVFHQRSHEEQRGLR
CASP6 VEID inh – blocks human caspase-6 cleavage activity; purified caspase-6, Z-VEID-R110 cleavage fluorescence; inhibition, % at 12.5 µM; hit rate 0.53% among 350,000; AID 686996;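 active = mean inhibition across replicates at least about 35%, with every replicate also reaching that limit, limit read from the data; inconclusive = only one of the two criteria met; inactive = neither criterion met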;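 also: 0% = median of neutral control wells and 100% = no fluorescence left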
Target sequence (P55212 24-179 limits assumed): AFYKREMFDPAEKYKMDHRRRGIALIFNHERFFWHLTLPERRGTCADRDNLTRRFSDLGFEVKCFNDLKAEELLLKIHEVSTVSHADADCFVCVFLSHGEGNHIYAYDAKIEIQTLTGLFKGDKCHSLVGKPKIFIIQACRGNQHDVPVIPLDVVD
Target sequence (P55212 194-293 limits assumed): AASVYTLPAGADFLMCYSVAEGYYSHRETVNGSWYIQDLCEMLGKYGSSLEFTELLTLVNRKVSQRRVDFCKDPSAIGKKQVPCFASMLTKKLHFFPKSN
ERp5 block – ERp5 (human) disulfide isomerase inhibition. inhibition, % at 9.99 µM. Q15084. AID 651711. ERp5 insulin aggregation, absorbance 650 nm, 90 min. hit rate 0.05% among 350,000;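 active = mean replicate inhibition above about 25%, with every replicate also reaching it, limit read from the data, passing the limit was not always enough; inconclusive = only one of those two criteria met; inactive = neither criterion met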
E-sel inducer – E-selectin induction on HUVECs; P16581; HUVEC E-selectin immunofluorescence imaging; normalized: neutral wells 0, TNF-alpha wells 100; activation, % at 7.58 µM; hit rate 0.37% among 260,000;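 active = mean E-selectin-positive cell signal at least 10% of the positive control, reached in at least 60% of replicates, without over 20% cell loss; inconclusive = no rule given, readout overlaps actives, possibly toxicity-flagged; inactive = the rest, including those meeting only one limit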;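 also: in these data hits start at about 27%; measured in HUVEC primary endothelial cells; signal is the percent of cells scored E-selectin positive by PE staining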
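Material: HUVEC primary endothelial cells; Amount: 3,000 cells per well; Dosing: single concentration; Medium: EGM-2 growth medium on 0.1% gelatin-coated wells; Read-out basis: percent E-selectin-positive cells; Signal: immunofluorescence imaging; Control set: TNF-alpha, DMSO.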
esBAF inh – SWI/SNF esBAF complex inhibition; mouse ES cells, Bmi1-luciferase knock-in reporter, 24 h; 100% = twice the neutral-well signal; reporter increase, % at 12.5 µM; hit rate 2% among 350,000; AID 602393; in the data active = activation above about 40%; inconclusive = no clear call, values can overlap the other calls;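 also: 0% = median of the plate's neutral control wells and 100% = double that signal; a rise in the Bmi1 reporter signal indicates esBAF inhibition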
RAD52 inh – blocks human RAD52 DNA annealing; hit rate 0.46% among 360,000; recombinant RAD52 DNA annealing, FRET fluorescence; AID 651710; P43351; inhibition, % at 18.7 µM;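 active = every replicate showing at least 50% inhibition; inconclusive = mean inhibition at least 50% but not in every replicate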
* hit, by the source's call; ? = inconclusive; . = not tested or not shown; & = joins results of further samples.

SMILES	ARNT TACC3 PPI	PglD DTNB	RAD54 inh	CASP6 VEID inh	ERp5 block	E-sel inducer	esBAF inh	RAD52 inh
O=C(COc1cccnc1[N+](=O)[O-])N1CCc2ccccc21	-3.6	2.5	9.0	2.6	-0.8	.	3.0	-11.9
O=C1c2ccccc2-n2c1nc1ccccc1c2=O	9.4	-1.6	0.2	-1.7	0.8	.	44.5*	3.2
Cc1nnc(SCC(=O)NNC(=O)c2ccccc2)n1N	.	10.2	-11.8	0.8	-0.8	.	-5.3	-7.9
CC1CCCCC1NC(=O)C1CCC(CNS(=O)(=O)c2ccccc2)CC1 (centres undefined)	-4.4	3.7	-9.0	.	3.6	-0.1	-6.0	-13.6
C[C@@H]1CN([C@H](C)CO)C(=O)Cc2cc(NC(=O)c3ccncc3)ccc2O[C@H]1CN(C)S(C)(=O)=O	5.7	5.5	0.6	0.3	0.5	447.3*	2.6	-5.8
COc1cc2c(cc1OC)C(C1C(=O)CC(C)CC1=O)N(C(=O)CCl)CC2 (centres undefined)	.	.	.	5.7	-6.1	-0.3	.	-36.7
Cc1cc(C)c2c(N)c(C(=O)Nc3ccc(F)cc3)sc2n1	-2.4	-3.8	0.9	-0.3	0.7	0.4	26.0	6.7
CCOC(=O)N1CCC(NC(=O)c2cccc3c2C(=O)N(CCOC)C3)CC1	-3.1	-1.8	2.6	-1.0	4.1	-2.3	-2.8	0.3
COc1cc(C(=O)Nc2ccc(C(C)=O)cc2)c(Br)c(OC)c1OC	-11.4	6.8	-8.2	.	.	.	47.6*	.
CCCn1c(-c2cccc(F)c2)nc2c1c(=O)[nH]c(=O)n2Cc1ccccc1	1.8	0.2	7.6	1.6	1.8	4.2	2.0	-1.4
COc1ccc2c3c(n(C)c2c1)[C@H](CO)N(Cc1cc(F)ccc1F)CC31CCN(C(=O)C2CC2)CC1	.	.	.	1.8	1.4	-0.8	.	-46.9
CC1(C)Cc2c(cnn2-c2ccc(F)cc2)C(NC(=O)CCN2CCCCC2=O)C1 (centres undefined)	-2.9	2.9	-11.8	-1.3	-4.6	.	12.6	-6.2
O=C(C[C@@H]1CC[C@@H]2[C@H](COC[C@@H](O)CN2C(=O)c2cccnc2)O1)NCc1ccc(Cl)cc1	-3.8	6.4	-8.0	-0.6	-1.9	0.0	1.0	-50.5
CCOC(=O)c1ccc(NCC(O)COc2ccccc2)cc1 (centres undefined)	2.6	-0.1	0.7	.	.	.	-9.7	.
CN(C)Cc1cn(CC[C@H]2CC[C@@H](NC(=O)Nc3ccccc3F)[C@H](CO)O2)nn1	-8.8	0.1	0.6	2.6	-4.3	0.0	1.9	-8.0
COc1ccc(C2C(C(=O)c3ccco3)=C(O)C(=O)N2CCc2ccccc2)cc1OC (centres undefined)	3.4	-7.8	-13.1	.	.	.	1.5	.
O=C(NN1C(=O)c2ccc3c4c(ccc(c24)C1=O)CC3)c1ccc(Br)cc1	30.3	-3.0	3.6	.	.	.	-12.0	.
CCC(=O)Nc1ccc2nc3c(=O)[nH]c(=S)[nH]c3nc2c1	41.9	-5.6	-8.4	0.7	1.2	0.1	5.6	-33.0
Cc1ccc(Nc2ncnc(-n3cccc3)n2)cc1Cl	4.0	.	.	0.3	6.2	0.4	.	-15.1
CC(NC(=O)C(=O)NCCc1c[nH]c2ccccc12)c1ccccc1 (centres undefined)	10.2	2.5	-17.8	2.8	2.0	.	-1.4	-8.8
COc1cccc(C2c3[nH]c4ccccc4c3C[C@H]3C(=O)N(c4ccccc4C(=O)N4CCC[C@H]4C(=O)O)C(=O)N23)c1 (some centres undefined)	-1.4	0.9	-5.3	2.0	1.1	.	-3.7	-17.4
CCOC(=O)c1ccc(Nc2nc(-c3cccnc3)nc3ccccc23)cc1	0.3	-4.2	1.7	.	.	.	-3.3	.
COCc1ccccc1Cn1cnc2c1c(=O)n(C)c(=O)n2C	1.1	3.3	1.3	.	.	.	10.4	.
COc1ccc(-c2ccc([C@H]3[C@@H](CO)N4CCCCN(C(=O)c5ccc6c(c5)OCO6)C[C@H]34)cc2)cc1	5.1	5.0	-3.1	1.8	-1.0	0.1	-14.6	44.5
COC(=O)C1=C(C)N(c2ccccc2)C(=S)NC1c1ccccc1C(F)(F)F (centres undefined)	5.6	4.5	0.5	-3.6	1.8	-0.1	-7.0	-4.2
COc1ccccc1N(CC(=O)NC1CCCC1)C(=O)c1oc(C(C)(C)C)cc1C	4.0	.	.	1.9	-6.3	.	.	-0.4
O=C(NCCCN1CCCCC1)c1ccc2c(c1)NC(=O)C(N1CCOCC1)S2 (centres undefined)	-2.2	-5.6	-2.7	.	.	.	-11.4	.
NS(=O)(=O)c1ccc(CCNS(=O)(=O)c2ccc(Cl)s2)cc1	-2.4	1.4	-2.0	1.6	0.4	0.4	-5.6	-10.2
O=C(NCC(F)(F)F)[C@H]1[C@H](CO)[C@H]2Cn3c(cccc3=O)[C@H]2N1Cc1cccc(F)c1	12.2	-2.3	-2.6	0.9	2.2	-0.4	0.6	-25.0
O=c1ccn(Cc2ccccc2)c2ccccc12	0.1	-4.4	3.2	-0.5	7.1	-0.3	1.7	-10.3
O=c1c2cc(Cl)ccc2[nH]c(=S)n1Cc1ccco1	-26.2	2.5	3.1	.	.	.	1.4	.
CCOc1cccc(=O)c2c(C)n(CC(=O)c3ccccc3)c(C)c12	2.0	.	.	4.4	2.7	.	.	-49.0
Cn1nccc1/C=N\NC(=O)c1ccc(Cl)cc1	7.7	0.3	-1.9	1.3	2.6	0.1	1.1	1.8
O=C(NCc1ccco1)c1cccc(S(=O)(=O)N2CCCCC2)c1	-5.5	1.0	0.7	.	.	.	0.5	.
COc1ccc(C(=O)N2CCN(CC(=O)N3CCOCC3)CC2)cc1	-0.1	2.2	-15.3	2.1	0.8	-2.3	-1.4	-10.5
O=C(NC1CC1)C1CCN(C2CCN(C(=O)c3c(F)cccc3Cl)CC2)CC1	-2.7	0.1	-8.3	1.3	-0.3	.	0.5	-22.9
COc1ccc(OC)c(CNC(=O)CCc2nc(-c3cccs3)no2)c1	-9.1	0.8	2.4	-3.8	3.3	0.1	-9.9	0.0
Cc1ccc(S(=O)(=O)N2CCOC2CNC(=O)C(=O)NCCCN2CCOCC2)cc1 (centres undefined)	.	1.2	-4.1	-36.0	9.4	-0.4	0.3	-10.4
COc1ccc(CCNC(=O)c2n[nH]c3ccccc23)cc1	15.8	-6.1	3.3	-0.5	-1.9	0.8	19.4	-15.7
COC(=O)C1(C)CCCC2(C)c3cc(OC)ccc3C(=O)C(Br)C12 (centres undefined)	.	8.2	9.8	2.6	2.7	-0.3	.	-0.3
C[C@@H]1CN([C@H](C)CO)C(=O)CCCn2nncc2CO[C@H]1CN(C)S(=O)(=O)c1ccc(-n2cccn2)cc1	17.3	5.0&13.2	5.2&-4.2	-1.1&1.2	-5.2&-0.6	-1.2	-1.9&-8.8	-11.9&-0.5
Cc1ccc2[nH]c(C(=O)N/N=C/c3ccc([N+](=O)[O-])cc3)c(C)c2c1	-0.6	-0.7	7.3	0.5	1.1	.	0.9	-13.3
CC(C)n1nnnc1C(c1ccc(F)cc1)N1CCN(C2CCCC2)CC1 (centres undefined)	-14.9	-4.7	-0.3	.	.	.	-11.2	.
CS(=O)(=O)c1ccccc1C(=O)Nc1nc2ccccc2[nH]1	3.9	1.7	.	-5.7	5.6	12.6	14.7	-20.5
COc1ccccc1C(=O)COC(=O)c1ccccc1O	-13.3	-2.0	3.8	1.5	0.6	.	?	-3.9
CCCCCCCN1CCC(=O)N(CCO)CC1	-4.4	1.4	2.4	.	-2.8	-0.1	-5.2	-10.0
COc1cccc(CN(C)C(=O)C2CCCN(C(=O)c3ccc(Cl)cc3)C2)c1 (centres undefined)	.	-0.1	3.2	-2.3	2.4	.	-1.6	0.1
COc1cnn(-c2ccc(F)cc2)c(=O)c1Br	1.7	.	.	2.6	-0.7	.	.	1.2
Cn1cc(C(=O)O)c(-c2ccc3c(c2)OCCCO3)n1	-0.7	-2.7	2.9	-3.5	-0.3	0.1	-4.8	-9.2
CN(C)S(=O)(=O)c1cccc(NC(=O)COC(=O)c2cc3ccccc3oc2=O)c1	-32.3	.	.	3.9	-2.5	1.4	.	7.4
COc1cccc(NC(=O)CN(C)CC(=O)Nc2ccc(Cl)cc2[N+](=O)[O-])c1	4.6	3.3	-5.2	-1.1	0.3	0.3	-1.0	2.0
Nc1nnc(SCc2nnc(-c3ccccc3)o2)s1	.	.	.	-2.4	1.3	523.3*	.	-17.5
CC(C)c1ccc(NC2CCCN(C(=O)CCc3cn[nH]c3)C2)cc1 (centres undefined)	-2.9	-1.0	7.5	-0.9	5.4	1.9	-1.4	-4.0
O=C(CN1CCN(c2ccccc2F)CC1)c1c[nH]c2ccccc12	10.4	1.9	-10.8	.	.	.	7.3	.
N/C(Cc1ccc([N+](=O)[O-])cc1)=N\OC(=O)c1ccc(Br)cc1	.	2.7	-4.3	3.9	2.7	.	-6.7	-17.3
Cc1nc2c(Br)c(C)nn2c2c1CCC2	-7.2	.	.	1.6	-5.3	0.7	.	-10.7

Structures from the list above with an NH in an aromatic ring:
SMILES	ARNT TACC3 PPI	PglD DTNB	RAD54 inh	CASP6 VEID inh	ERp5 block	E-sel inducer	esBAF inh	RAD52 inh
CCCn1c(-c2cccc(F)c2)nc2c1c(=O)[nH]c(=O)n2Cc1ccccc1	1.8	0.2	7.6	1.6	1.8	4.2	2.0	-1.4
CCC(=O)Nc1ccc2nc3c(=O)[nH]c(=S)[nH]c3nc2c1	41.9	-5.6	-8.4	0.7	1.2	0.1	5.6	-33.0
CC(NC(=O)C(=O)NCCc1c[nH]c2ccccc12)c1ccccc1 (centres undefined)	10.2	2.5	-17.8	2.8	2.0	.	-1.4	-8.8
COc1cccc(C2c3[nH]c4ccccc4c3C[C@H]3C(=O)N(c4ccccc4C(=O)N4CCC[C@H]4C(=O)O)C(=O)N23)c1 (some centres undefined)	-1.4	0.9	-5.3	2.0	1.1	.	-3.7	-17.4
O=c1c2cc(Cl)ccc2[nH]c(=S)n1Cc1ccco1	-26.2	2.5	3.1	.	.	.	1.4	.
COc1ccc(CCNC(=O)c2n[nH]c3ccccc23)cc1	15.8	-6.1	3.3	-0.5	-1.9	0.8	19.4	-15.7
Cc1ccc2[nH]c(C(=O)N/N=C/c3ccc([N+](=O)[O-])cc3)c(C)c2c1	-0.6	-0.7	7.3	0.5	1.1	.	0.9	-13.3
CS(=O)(=O)c1ccccc1C(=O)Nc1nc2ccccc2[nH]1	3.9	1.7	.	-5.7	5.6	12.6	14.7	-20.5
CC(C)c1ccc(NC2CCCN(C(=O)CCc3cn[nH]c3)C2)cc1 (centres undefined)	-2.9	-1.0	7.5	-0.9	5.4	1.9	-1.4	-4.0
O=C(CN1CCN(c2ccccc2F)CC1)c1c[nH]c2ccccc12	10.4	1.9	-10.8	.	.	.	7.3	.
